# Screening results deposited in PubChem by several laboratories.
# MCL1-BIM inh: inhibitors of human MCL1 binding to BIM-BH3 peptide | GST-MCL1 / FITC-Bim-BH3 fluorescence polarization | Q07820 | AID 2057 | 320,000 compounds, 0.68% hits | inhibition, % at 10.9 µM;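 active = inhibition above the mean inhibition of all tested compounds plus 3 SD, set per campaign, cut at about 40% in these data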;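 note: 0% = DMSO wells and 100% = unlabeled Bim-BH3 peptide control; higher means more loss of mP so more displacement of Bim peptide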
# MEX-5 binding: C. elegans MEX-5 TCR-2 RNA binding activity | AID 1832 | 300,000 compounds, 0.38% hits | activity score (negative = inhibition of binding), % at 10 µM | Q9XUB2 | MEX-5/FITC-TCR2 RNA binding, fluorescence polarization; stronger effect = lower value;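 active = inhibition past about -25% in most replicates, and total fluorescence under double the plate's negative control median, limit read from the data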;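 note: 0% = DMSO and -100% = 5 µM competing unlabeled TCR2 RNA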
# PAFAH1B2 FP inh: PAFAH1B2 (human) inhibition; 340,000 compounds, 1.2% hits; recombinant PAFAH1B2, FP-rhodamine activity probe, fluorescence polarization; P68402; inhibition, % at 3.39 µM;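 active = inhibition above the mean of all tested compounds plus 3 SD, cut at about 24% in these data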;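 note: 0% = enzyme with DMSO and 100% = wells lacking PAFAH1B2; many of its hits are not listed in these tables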
# Target sequence (P68402 whole entry, looked up): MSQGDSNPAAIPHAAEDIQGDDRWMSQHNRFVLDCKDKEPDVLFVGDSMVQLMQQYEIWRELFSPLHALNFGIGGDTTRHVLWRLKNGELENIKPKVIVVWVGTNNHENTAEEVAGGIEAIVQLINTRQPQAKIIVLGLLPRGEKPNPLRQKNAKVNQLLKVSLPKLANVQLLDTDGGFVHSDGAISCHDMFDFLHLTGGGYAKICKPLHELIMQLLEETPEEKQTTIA
# PME-1 inh: PME-1 (human) inhibition; recombinant PME-1, FP-Rh probe fluorescence polarization; inhibition, % at 5.9 µM; AID 2130; 320,000 compounds, 0.53% hits;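 active = inhibition above the campaign mean of all compounds plus 3 SD, cut at about 26% in these data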;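 note: competitive labeling of PME-1 active site by serine hydrolase directed probe; 0% = PME-1 with DMSO and 100% = wells lacking PME-1 enzyme; inhibitors block probe labeling so polarization falls and inhibition rises; many of its hits are not listed in these tables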
# pPAFAH inh: pPAFAH (human) enzyme inhibition; recombinant pPAFAH, FP-rhodamine probe fluorescence polarization; inhibition, % at 3.39 µM; 330,000 compounds, 1.5% hits; AID 463082;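 active = inhibition above the mean inhibition across the screen plus 3 SD, cut at about 25% in these data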;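 note: inhibitors block binding of the rhodamine activity-based probe so polarization drops; 0% = enzyme with DMSO and 100% = wells lacking pPAFAH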
# AHR activator: activators of human aryl hydrocarbon receptor. AID 2796. 320,000 compounds, 2.5% hits. activation, % at 5 µM. AHR-responsive luciferase reporter cells, luminescence. P35869; in the data active = activation above about 47%;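 note: 0% = vehicle wells and 100% = reference agonist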
# Fam108B inh: counter-screen for RBBP9 inhibitors: inhibitors of mouse Fam108B; recombinant Fam108B, FP-Rh probe fluorescence polarization; inhibition, % at 9.51 µM; 300,000 compounds, 0.33% hits; AID 1947;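 active = inhibition above the screen mean inhibition plus 3 SD, computed separately per campaign, cut at about 18% in these data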;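 note: inhibitors lower polarization as less probe binds the enzyme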
# GLD-1 RNA inh: GLD-1-TGE RNA interaction inhibition (C. elegans) | Q17339 | 320,000 compounds, 0.44% hits | purified GLD-1 + fluorescein TGE RNA, fluorescence polarization | inhibition, % at 5.96 µM;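 active = percent inhibition above a per-plate cutoff, the plate mean of test compounds plus 3 SD, cut at about 30% in these data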;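 note: 0% = DMSO wells with GLD-1 and probe and 100% = wells lacking GLD-1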
# Target sequence (Q17339 whole entry, looked up): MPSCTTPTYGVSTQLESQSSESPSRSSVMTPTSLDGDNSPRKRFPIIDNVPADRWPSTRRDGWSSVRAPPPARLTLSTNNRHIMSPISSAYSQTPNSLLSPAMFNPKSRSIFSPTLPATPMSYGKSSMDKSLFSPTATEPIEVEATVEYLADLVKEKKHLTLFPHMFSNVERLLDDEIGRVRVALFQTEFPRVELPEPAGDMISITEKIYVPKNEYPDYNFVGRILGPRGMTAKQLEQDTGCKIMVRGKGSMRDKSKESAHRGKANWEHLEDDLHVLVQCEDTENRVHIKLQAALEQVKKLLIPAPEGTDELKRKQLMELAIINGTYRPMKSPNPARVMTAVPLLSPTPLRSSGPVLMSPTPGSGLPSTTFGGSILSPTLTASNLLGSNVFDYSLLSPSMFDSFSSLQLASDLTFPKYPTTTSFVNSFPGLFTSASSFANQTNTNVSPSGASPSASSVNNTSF
# BCLXL inh: Bcl-xL (human) inhibition; Q07817; GST-Bcl-xL / FITC-Bim BH3 peptide fluorescence polarization; inhibition, % at 10.9 µM; 320,000 compounds, 0.7% hits;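 active = inhibition above the mean of all tested compounds plus 3 SD, cutoff set per campaign, cut at about 30% in these data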;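 note: 0% = DMSO wells and 100% = unlabeled Bim-BH3 peptide competitor; inhibitors lower millipolarization by displacing the labeled peptide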
# Target sequence (Q07817 whole entry, looked up): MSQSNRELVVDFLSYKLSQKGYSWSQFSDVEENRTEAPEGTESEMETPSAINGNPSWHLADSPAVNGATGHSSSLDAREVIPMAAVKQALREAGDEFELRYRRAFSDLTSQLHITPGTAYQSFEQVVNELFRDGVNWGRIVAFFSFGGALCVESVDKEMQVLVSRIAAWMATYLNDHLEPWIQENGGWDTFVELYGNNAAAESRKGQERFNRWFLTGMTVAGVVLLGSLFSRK
# An asterisk follows results filed as active; · = not tested or not shown. An excerpt. The share of hits here may be higher or lower than overall.
SMILES,MCL1-BIM inh,MEX-5 binding,PAFAH1B2 FP inh,PME-1 inh,pPAFAH inh,AHR activator,Fam108B inh,GLD-1 RNA inh,BCLXL inh
Cn1c(SCC(=O)Nc2ccc3c(c2)OCCO3)nnc1C(F)(F)F,-5,·,2,-7,1,-4,·,-3,-2
CC(NC(=O)c1cc(=O)[nH]c2ccccc12)c1ccc(F)cc1F (stereo not given),-18,1.0,12,-2,1,-1,-1,-2,-2
O=C1CCc2cc(S(=O)(=O)N3CCN(c4ccc(F)cc4)CC3)cc3c2N1CC3,0,1.8,-4,-1,3,0,0,-1,4
COc1ccc(N2C(=O)CC(Cc3ccccc3OC)C2=O)cc1 (stereo not given),-5,0.9,5,2,-7,2,-4,0,-1
O=c1cc(Nc2cccc(Br)c2)[nH]c(=O)[nH]1,-16,-1.1,·,7,0,1,-8,-7,-4
Cc1c(Cl)cccc1NC(=S)NC(=O)CCN1C(=O)c2ccccc2C1=O,6,2.2,-2,-5,5,-1,-1,3,5
O=C(CNS(=O)(=O)c1ccc(Br)s1)Nc1ccc2c(c1)OCCO2,11,2.1,8,-1,5,4,5,-1,5
O=[N+]([O-])c1ccc(Cl)c(S(=O)(=O)NCCc2ccccn2)c1,·,·,6,·,-2,4,·,14,·
CCc1nc(Nc2ccc(OC)cc2OC)c2oc3ccccc3c2n1,-1,0.2,6,10,11,14,-3,-6,1
CC(C)C(=O)NC(=S)Nc1sc2c(c1C(N)=O)CCCC2,22,-1.5,11,2,13,90*,3,7,14
CC(C)Cc1nc2oc3c(NCc4cccnc4)ncnc3c2c2c1CCC2,-12,3.6,0,-3,-4,39,-3,-5,-1
CN(C(=O)CC1C(=O)NCCN1Cc1c(F)cccc1Cl)C1CCOCC1 (stereo not given),13,1.2,2,7,5,2,7,8,14
O=[N+]([O-])c1cccc(CSc2nnc3ccccn23)c1,2,1.6,-1,-3,-1,0,2,9,1
S=c1[nH]nc(Cn2cnc3ccccc32)n1-c1ccccc1Cl,-9,3.5,7,1,-1,5,1,1,-22
CC1CCN(CCCOc2ccc(Br)cc2Cl)CC1,9,0.6,3,5,3,4,3,-3,7
CC(C)CCn1c(N2CCc3ccccc3C2)nc2c1c(=O)[nH]c(=O)n2C,5,2.7,3,6,-1,-2,3,2,5
COCCOCCn1c(CCCO)nc2ccccc21,-9,-4.4,-4,-1,-2,0,-1,2,4
COc1ccccc1NC(=O)COc1ccc(C(=O)NCc2ccccc2)cc1OC,-1,·,2,-21,4,-3,·,-4,-1
Cc1cc(S(=O)(=O)N2CCCc3ccccc32)ccc1-n1cnnn1,-1,0.7,15,9,4,0,2,4,-1
CN(CC(=O)Nc1ccc2c(c1)OCO2)CC(=O)Nc1ccc(F)c(F)c1F,·,·,2,·,3,2,·,3,·

# Brought forward from above: four entries, followed by the next part.
SMILES,MCL1-BIM inh,MEX-5 binding,PAFAH1B2 FP inh,PME-1 inh,pPAFAH inh,AHR activator,Fam108B inh,GLD-1 RNA inh,BCLXL inh
COCCOCCn1c(CCCO)nc2ccccc21,-9,-4.4,-4,-1,-2,0,-1,2,4
COc1ccccc1NC(=O)COc1ccc(C(=O)NCc2ccccc2)cc1OC,-1,·,2,-21,4,-3,·,-4,-1
Cc1cc(S(=O)(=O)N2CCCc3ccccc32)ccc1-n1cnnn1,-1,0.7,15,9,4,0,2,4,-1
CN(CC(=O)Nc1ccc2c(c1)OCO2)CC(=O)Nc1ccc(F)c(F)c1F,·,·,2,·,3,2,·,3,·
Cc1ccc(/C=N/NC(=O)C(C)NC(=O)c2ccccc2)cc1 (stereo not given),2,2.5,1,0,2,0,0,-5,2
O=C1CC(c2ccc(F)cc2)CC(O)=C1C1NCCc2ccccc21 (stereo not given),-3,-0.6,-1,-5,2,2,-3,-1,5
CC(=O)Nc1ccc(Cc2ccc3[nH]c(=O)cc(C)c3c2)cc1,-8,2.3,·,3,2,3,-3,-2,4
COc1ccc(OCC(=O)NCCc2ccc(S(N)(=O)=O)cc2)cc1,6,0.4,-6,-2,-2,-2,1,-5,5
CN(C)S(=O)(=O)c1ccc(N2CCOCC2)c(C(=O)NCc2ccc3c(c2)OCO3)c1,-3,·,0,-4,5,-1,·,0,0
CCOC(=O)c1ccc(N2N=C(C)/C(=C/C=C/c3ccco3)C2=O)cc1,0,1.2,4,4,6,6,1,-4,6
O=C(O)C1CC(=O)N(CCc2c[nH]c3ccccc23)C1 (stereo not given),-7,-1.3,-3,-2,1,6,-1,7,0
Cc1ccc(-c2cc(Cc3ccc(N(C)C)cc3)c(=O)[nH]n2)cc1,5,-1.2,·,3,5,-3,3,6,5
COc1ccc(S(=O)(=O)N2CCC(NC(=O)c3cccc(F)c3)CC2)cc1,-1,-0.3,3,6,5,-1,4,-1,0
CC[N+](C)(CC)CC(O)COCC1COc2ccccc2O1 (stereo not given),-17,1.4,-1,-4,0,-3,0,-1,-5
COc1ccc(Br)c(C(=O)OCC(=O)N2CCc3ccccc32)c1,·,·,2,·,2,8,·,10,·
O=C(NCc1nnc2c(C(F)(F)F)cc(Cl)cn12)C1CCCC1,4,-2.3,6,5,4,4,1,4,6
Cc1ccc2nc(N=C(N)N)nc(C)c2c1,8,1.3,4,-13,-6,14,-3,-8,2
COC(=O)c1ccc(NC(=O)CC2C(=O)N(c3ccc(C)cc3)C(=O)N2CC(C)C)cc1 (stereo not given),-1,0.5,7,-3,0,1,-2,8,3
O=C(CNC(=S)NC(=O)c1ccc(Br)o1)c1ccccc1,11,-1.9,5,-4,8,9,2,4,6
O=C(CSc1ccc(F)cc1)N1CCC(c2nc3ccccc3s2)CC1,2,-0.1,2,11,8,4,2,2,3
CCOc1cc2[nH]c(=O)n(Cc3ccc(C(=O)NCCCN4CCC(C)CC4)cc3)c(=O)c2cc1OCC,9,1.6,1,0,-1,1,1,-11,6
Cc1cc(C)n(CCCNC(=O)C2CC(=O)N(Cc3ccccc3)C2)n1 (stereo not given),-5,-2.9,2,-3,1,5,1,3,1
Cc1ccccc1NC(=O)c1cccc(NC(=O)CCC(=O)O)c1,-8,-0.2,5,-1,2,-2,-1,5,0
O=C(c1cc2ccccc2[nH]1)N1CCOCC1,-5,3.5,1,3,-2,45,2,-5,-7
Cc1cc(NC(=O)CSc2nc(=O)n(CCN(C)C)c3c2CCCC3)no1,-7,-0.3,-2,-2,1,-2,-2,3,-4
Cc1ccc(NCC(=O)NNC2=NCCC2)c(C)c1,-9,1.2,-2,1,-3,6,0,1,1
COc1cccc(-n2c(N)c(C#N)c3ccc([N+](=O)[O-])cc3c2=O)c1,-2,-6.1,·,-1,4,4,1,2,1
CCOC(=O)C1=C(c2ccccc2)OC(N)=C(C#N)C1c1ccc(Br)s1 (stereo not given),1,1.8,-2,-3,0,2,-1,-1,4
Cc1ccc(CCN2CC(C(=O)NCCCN3CCC(C)CC3)CC2=O)cc1 (stereo not given),-13,0.3,-2,-12,-4,10,-4,-2,-6
O=C(N/N=C/c1cccc([N+](=O)[O-])c1)c1cc(-c2ccc3c4c(cccc24)CC3)n[nH]1,6,2.6,-8,8,9,51*,-13,-4,3
Cc1ccccc1-c1nnc(SCC(=O)NC2CCCC2)o1,5,0.1,3,2,2,-3,0,10,3
CCOc1ccc(-c2nnc(SCC(=O)NC3CC3)o2)cc1,-13,·,4,0,2,-3,·,6,-4
C/C(CCc1ccco1)=N\NC(=O)CNc1cccc2ccccc12,7,-1.2,-4,11,11,21,3,0,0
O=C(CNc1ccc(F)cc1)N/N=C/C1CC=CCC1 (stereo not given),-1,0.6,4,-2,1,4,-1,5,-1
C=CCNC(=O)Cn1nc(-c2ccccc2)ccc1=O,2,-1.1,-1,2,-2,1,0,1,2
Cc1cc(SCc2cccc([N+](=O)[O-])c2)nc(=O)[nH]1,7,0.2,1,-2,4,0,0,-1,7
Cc1nn2c(N3CCN(C(=O)c4ccco4)CC3)cc(C(C)(C)C)nc2c1-c1ccccc1,6,-0.5,·,1,2,-1,1,-1,7
CCOc1ccccc1N(CC(=O)NC(C)(C)C)C(=O)c1ccc(CN2CCOCC2)o1,-7,0.8,0,-2,-4,1,3,11,-1
CCOC(=O)c1ccc(N2C(=O)CC(N3CCC(Nc4ccc(F)cc4)CC3)C2=O)cc1 (stereo not given),4,-0.3,-1,2,16,1,-7,-4,-3
S=C1NCCOCCOCCOCCOCCNC(=S)NCCOCCOCCOCCOCCN1,2,-0.1,5,7,3,0,0,-3,5
Cc1ccc2c(CN3CCC(C)CC3)cc(=O)oc2c1,3,·,-1,1,3,8,-2,-1,-2
COc1ccc(/C=C2/NC(=O)N(Cc3ccccc3F)C2=O)cc1OC,1,1.4,3,-5,2,14,2,4,7
O=[N+]([O-])c1ccc2nn(Cc3ccccc3)cc2c1,1,-0.1,-1,0,3,11,3,-10,-11
O=S(=O)(NCC(c1ccco1)N1CCN(c2ccc(F)cc2)CC1)c1ccc(F)cc1 (stereo not given),6,-0.4,3,5,11,0,2,4,7

# Reformatted as labelled records: part of the list above
> O=C(N/N=C/c1cccc([N+](=O)[O-])c1)c1cc(-c2ccc3c4c(cccc24)CC3)n[nH]1
  MCL1-BIM inh: 6
  MEX-5 binding: 2.6
  PAFAH1B2 FP inh: -8
  PME-1 inh: 8
  pPAFAH inh: 9
  AHR activator: 51*
  Fam108B inh: -13
  GLD-1 RNA inh: -4
  BCLXL inh: 3
> O=C(CNc1ccc(F)cc1)N/N=C/C1CC=CCC1 (stereo not given)
  MCL1-BIM inh: -1
  MEX-5 binding: 0.6
  PAFAH1B2 FP inh: 4
  PME-1 inh: -2
  pPAFAH inh: 1
  AHR activator: 4
  Fam108B inh: -1
  GLD-1 RNA inh: 5
  BCLXL inh: -1
> Cc1ccc2c(CN3CCC(C)CC3)cc(=O)oc2c1
  MCL1-BIM inh: 3
  MEX-5 binding: ·
  PAFAH1B2 FP inh: -1
  PME-1 inh: 1
  pPAFAH inh: 3
  AHR activator: 8
  Fam108B inh: -2
  GLD-1 RNA inh: -1
  BCLXL inh: -2

# The listing continues:
SMILES,MCL1-BIM inh,MEX-5 binding,PAFAH1B2 FP inh,PME-1 inh,pPAFAH inh,AHR activator,Fam108B inh,GLD-1 RNA inh,BCLXL inh
CSc1cccc(NC(=O)c2cc(S(=O)(=O)N3CCc4ccccc43)cn2C)c1,4,1.9,-18,-52,-23,22,-30,5,4
CC(C)Cc1nnc(NS(C)(=O)=O)s1,5,-1.4,8,-2,3,0,3,6,4
Cc1ccc(C(=O)NNC(=O)c2ccc(S(=O)(=O)N3CCCCC3)cc2)cc1,·,·,7,·,-6,-1,·,3,·
N#CCCN1CCN(S(=O)(=O)c2ccc(C3CCCCC3)cc2)CC1,2,·,3,-3,1,0,·,1,5
CCC(C)NC(=O)C1CCN(S(=O)(=O)c2cc([N+](=O)[O-])ccc2Cl)CC1 (stereo not given),8,1.4,-1,1,3,2,-2,3,4
O=C1COc2ccccc2N1Cc1c(F)cccc1Cl,8,2.4,1,8,2,1,-1,-2,47*
